# FEN1 inhibitor – inhibitors of human flap endonuclease 1 | 390,000 compounds, 0.35% hits | Recombinant FEN1 flap cleavage, fluorescence, 15 min | P39748 | Potency, µM (highest dose often 114 µM), for the others: top-dose activity change, negative = inhibition, usual class: inhibitors; active = well fitted inhibition curve with a large enough effect; inconclusive = small, poorly fitted or top-dose-only effect; inactive = no such curve, though single readings can be large or run the other way; note: nearly all actives have a fitted effect of over 65% in size
# Target sequence (P39748 whole entry, looked up): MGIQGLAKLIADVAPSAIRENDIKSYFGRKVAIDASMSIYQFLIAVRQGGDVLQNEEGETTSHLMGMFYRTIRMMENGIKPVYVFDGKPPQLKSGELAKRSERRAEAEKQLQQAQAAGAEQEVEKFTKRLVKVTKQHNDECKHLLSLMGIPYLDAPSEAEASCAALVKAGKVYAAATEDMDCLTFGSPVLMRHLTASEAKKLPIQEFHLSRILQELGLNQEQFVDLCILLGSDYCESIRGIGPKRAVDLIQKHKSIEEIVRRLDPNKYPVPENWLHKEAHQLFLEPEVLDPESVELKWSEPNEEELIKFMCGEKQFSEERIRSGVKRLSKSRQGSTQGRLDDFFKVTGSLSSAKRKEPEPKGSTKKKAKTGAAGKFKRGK
#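 FEN1 at 10 nM preincubated with compounds 15 min at room temperature, then flap DNA substrate added at 50 nM final. Signal read at 0 and 15 min; concentration-response fitted with four-parameter Hill equation.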
# Numbers without * were called inactive; ? = inconclusive; & = joins results of further samples; [ ] = another dose, or the depositor's remark. % is set by controls: 0 for no effect and ±100 for the full control effect; potency is the fitted concentration of half-maximal effect.
SMILES,FEN1 inhibitor
CCn1c(SCc2nc3ccccc3s2)nc2cc(S(=O)(=O)N3CCOCC3)ccc21,?
CC(=O)Nc1ccc2c(c1Br)Cc1ccccc1-2,-5.1%
Oc1ccc(/C=N/Nc2cc(N3CCOCC3)nc(N3CCOCC3)n2)cc1,-3.1%
O=C(c1ccco1)N1CCN(c2ccc(Cl)c(Cl)c2)CC1,3.1%
O=C1C(=O)C(c2cc(O)c(O)c(O)c2)Oc2cc(O)cc(O)c21 (stereo not drawn),1.41µM*
CCCCSc1nc2sc3c(c2c(=O)n1-c1ccccc1C)CC(C)(C)OC3,-12.5%
CCCCC(=O)N1C/C=C\[C@H](c2ccc(OC)cc2)N(Cc2ccc(F)cc2)C(=O)[C@@H]1C,-15.1%
O=C(NN=Cc1cc([N+](=O)[O-])ccc1O)c1cccc2ccccc12,-6.2%
CCN(CC)S(=O)(=O)c1ccc(NC(=O)CSc2nnc3c(n2)[nH]c2ccccc23)cc1,-3.9%
O=C(O)c1ccc(-c2noc(-c3ccc(F)cc3)n2)cc1,5.5%
CC(NS(=O)(=O)c1ccccc1)C1CC2CCC1C2 (stereo not drawn),2.7%
CCOC(=O)c1c(NC(=O)/C=C/c2ccc(OCC)cc2)sc(C(C)=O)c1C,5.3%
O=C1[C@@H]2[C@H](C(=O)N1CC(O)COCc1ccccc1)C1C=C[C@H]2C1 (stereo partly drawn),3.8%
CSc1ccccc1OCc1cc(C(=O)N2CCN(C)C(c3ccccc3)C2)no1 (stereo not drawn),-5.1%
Nc1c(Cl)cc(C(=O)NC2CC2)cc1Cl,6.6%
CCCN(CC(=O)Nc1ccc(F)c(F)c1F)C(=O)CN1C(=O)NC2(CCCCC2)C1=O,19.9%
O=[N+]([O-])c1ccc(-c2cccnc2)cc1,0.2%
COc1ccc(S(=O)(=O)Nc2ccc3oc4c(c3c2)C(=O)CC(C)(C)C4)cc1,5.8%
Cc1cc(O)c(C(C)C)cc1N=Cc1ccccc1[N+](=O)[O-],-16.8%
C[C@@H]1CC[C@@]2(O[C@@H](CCO)C[C@H](O)[C@H]2O)O1,1.1%
Cc1ccc(S(=O)(=O)c2c(O)cc(C)c(NS(=O)(=O)c3ccc(Br)cc3)c2C)cc1,-20.5%
COc1ccc(OC)c2c(C)ccnc12,-7.2%
C[C@H](O)[C@@H]1C(=O)N2CCc3ccc(-c4cccc(F)c4)cc3[C@@H]2C[C@@H]1N(C)C(=O)Nc1ccccc1,-15.5%
CCN1CCN(C(=S)c2ccc(OCC(=O)Nc3ccc(OC)cc3)cc2)CC1,0.1%
CC(C)c1ccc(S(=O)(=O)N2CCC(C(=O)N3CCN(c4cccc(Cl)c4)CC3)CC2)cc1,?

# Next part.
SMILES,FEN1 inhibitor
O=C(OCCOc1ccccc1Cl)c1cc(S(=O)(=O)N2CCCCC2)ccc1N1CCOCC1,9.2%
CCN(CC)S(=O)(=O)c1ccc(N2CCOCC2)c(NC(=O)CN2C(=O)NC3(CCCC3)C2=O)c1,20.6%
CC(C)Cn1c(N)c(C(=O)CSc2nnnn2-c2ccc(Cl)cc2)c(=O)n(C)c1=O,9.9%
O=C(O)C(CCc1ccccn1)c1ccccc1 (stereo not drawn),-8.7%
CCOc1ccc(NC(=O)CN(C)C(=O)c2cccnc2Sc2ccc(C)cc2C)cc1OCC,-5.9%
COc1ccc(NC2=CC(=O)CC(c3ccc(C)cc3)C2)c(OC)c1 (stereo not drawn),-12.0%
COc1ccc(C(=O)c2ccc(C)cc2)c(OC)c1OC,0.8%
CC12CC3(C)CC(C)(C1)CC(C(=O)NC1=NCCS1)(C2)C3,0.5%
CCC1(C)Cc2c(sc3nc4n(c(=O)c23)CCCS4)CO1 (stereo not drawn),-4.4%
N=c1c(C(=O)NCC2CCCO2)cc2c(=O)n3ccccc3nc2n1CCCO (stereo not drawn),12.9%
Oc1[nH]c2ccccc2c1N=Nc1ccccn1,0.1%
CN(C(=O)c1cccc(NC(=O)Cc2ccc(NC(=O)C3CCCN(C(=O)C4CCCCC4)C3)cc2)c1)C1CCC1 (stereo not drawn),15.1%
COc1ccccc1N(C)S(=O)(=O)c1ccc(C(=O)Nc2cccc(S(=O)(=O)N3CCOCC3)c2)cc1,-11.8%
CCOc1ccc(/C=C/c2ccc3ccccc3[n+]2C)cc1OCC,?
CN(CC(=O)Nc1ccccc1Br)C(=O)c1ccccc1OCc1ccccc1Cl,-20.9%
OCCOCCn1c(C(CO)Nc2nc(-c3cccc(Br)c3)cs2)nc2ccccc21 (stereo not drawn),-3.2%
Cc1ccc(CN2C(=O)[C@@H]3Cc4c([nH]c5ccccc45)C(C)(C)N3C2=O)cc1,4.3%
CCCCn1cnc2c(SCc3ccccc3F)nc(N)nc21,2.7%
CCOc1ccccc1N1CCN(C(=O)c2c(-c3c(F)cccc3Cl)noc2C)CC1,-7.4%
O=C(NNC1CCN(Cc2ccccc2)CC1)c1ccccc1,9.9%
COC(C(=O)C(O)C(C)O)C1Cc2cc3cc(OC4CC(OC5CC(O)C(O)C(C)O5)C(O)C(C)O4)c(C)c(O)c3c(O)c2C(=O)C1OC1CC(OC2CC(OC3CC(O)C(OC)C(C)O3)C(O)C(C)O2)C(O)C(C)O1 (stereo not drawn),?
O=C(NN1CCOCC1)c1ccc(Br)cc1,0.7%
O=C(NCCNCc1cccc(Cl)c1)c1ccco1,-2.6%
O=C(c1ccccc1)N1CCOC(O)(c2ccccc2)C1c1ccccc1 (stereo not drawn),-1.3%
CN=C1N(C)C[C@@H]2[C@@H]3C(=O)N(C)C(=O)[C@@H]3[C@](C)(C(=O)OC)N12,15.8%

# Compounds listed so far containing fluorine, in the order listed:
SMILES,FEN1 inhibitor
CCCCC(=O)N1C/C=C\[C@H](c2ccc(OC)cc2)N(Cc2ccc(F)cc2)C(=O)[C@@H]1C,-15.1%
O=C(O)c1ccc(-c2noc(-c3ccc(F)cc3)n2)cc1,5.5%
CCCN(CC(=O)Nc1ccc(F)c(F)c1F)C(=O)CN1C(=O)NC2(CCCCC2)C1=O,19.9%
C[C@H](O)[C@@H]1C(=O)N2CCc3ccc(-c4cccc(F)c4)cc3[C@@H]2C[C@@H]1N(C)C(=O)Nc1ccccc1,-15.5%
CCCCn1cnc2c(SCc3ccccc3F)nc(N)nc21,2.7%
CCOc1ccccc1N1CCN(C(=O)c2c(-c3c(F)cccc3Cl)noc2C)CC1,-7.4%

# (cont.)
SMILES,FEN1 inhibitor
CCN(C(=O)COC(=O)c1cc2c(s1)CCC(C)C2)c1c(N)n(Cc2ccccc2)c(=O)[nH]c1=O (stereo not drawn),0.7%
c1ccc(OCCN2CCNCC2)cc1,42.8%[activator]
CCCCCCCCNS(=O)(=O)CCNCc1ccccc1,-5.1%
CCn1c(SCc2cc(=O)[nH]c3ccccc23)nc2c1c(=O)n(C)c(=O)n2C,-4.8%
COc1ccc(CNCCC(c2ccc(C)cc2)c2ccco2)cc1 (stereo not drawn),10.8%
O=C(COC(=O)c1ccccc1OCCOc1ccccc1)Nc1cccc(Br)c1,8.0%
COc1ccc(C(=O)NCc2n[nH]c(=S)n2-c2ccccc2)cc1OC,2.1%
COCCn1c(=N)c(C(=O)NC2CCCC2)cc2c(=O)n3cc(C)ccc3nc21,-1.8%
CN(C)/C(=C\C(=O)c1ccccc1)C(=O)c1ccccc1,-5.9%
CCOC(=O)CCc1cnccc1-c1cccc(OC)c1O,0.8%
Cc1ccccc1Cn1c(COc2ccc(Cl)cc2)nc2ccccc21,7.3%
COc1ccc(N2CCN(C(=O)COC(=O)[C@@H](NC(=O)c3c(F)cccc3F)C(C)C)CC2)cc1,-12.8%
O=c1cc(S(=O)(=O)Cc2ccccc2)[nH]c(=O)[nH]1,1.8%
CCOc1ccccc1NC(=O)CSc1n[nH]c(=O)n1-c1ccccc1,-4.0%
Brc1cc2c(cc1C1OCCO1)OCO2,-0.9%
CC1CCCCN1Cc1c(O)ccc2c(=O)c(-c3ccccc3Cl)c(C(F)(F)F)oc12 (stereo not drawn),-1.0%
CCOC(=O)C1=C(C(=O)OCC)c2ccc(OC)c(OC)c2C1,-1.4%
CCOC(=O)c1c(C)[nH]c(C(=O)OCC(=O)N(CC)c2c(N)n(Cc3ccccc3)c(=O)[nH]c2=O)c1C,9.1%
CC[C@@H]1[C@H]2CCCC(=O)N3CC[C@@H](C[C@H]1O)[C@@H]23,12.2%&0.4%
CCOCCCNC(=O)c1c(NC(=O)c2nc(SCC)ncc2Cl)sc2c1CCCC2,13.9%
CC1CCc2sc(C(=O)N3CCN(c4ncccn4)CC3)cc2C1 (stereo not drawn),2.1%
CCCCNc1nc2c(c(=O)n(C)c(=O)n2C)n1CC(O)COc1ccccc1C (stereo not drawn),-24.4%
COc1ccccc1NS(=O)(=O)c1cc(NC(=O)c2ccccc2C)ccc1N1CCOCC1,-0.5%
O=C(Nc1cccc(C(=O)N2CCCC2)c1)C1CC1,16.3%
COc1ccc(C)cc1S(=O)(=O)N(CC(=O)N1CCCC1)c1ccc(C)cc1,2.5%

# Entries above printed as active in FEN1 inhibitor:
SMILES,FEN1 inhibitor
O=C1C(=O)C(c2cc(O)c(O)c(O)c2)Oc2cc(O)cc(O)c21 (stereo not drawn),1.41µM*

# Following part:
SMILES,FEN1 inhibitor
Cc1ccc(S(=O)(=O)N2CCSCCSCCSCCSCC2)cc1,-8.0%
CCN(CC(=O)Nc1ccccc1OC)C(=O)CN1C(=O)NC(C)(c2ccc3ccccc3c2)C1=O (stereo not drawn),-1.1%
CC(C)CCNC(=O)c1c(CSc2ccc(Cl)cc2)noc1C(=O)NCc1ccccc1,-6.6%
Cc1ccccc1C(=O)Nc1sc2c(c1C(=O)NCc1ccco1)CCC(C(C)(C)C)C2 (stereo not drawn),1.6%
O=S(=O)(c1ccc(F)cc1F)N1CCN(CCO)CC1,-2.0%
Nc1c(Cl)cc(-c2csc(N3CCCC3c3nc4cc(Cl)c(N5CCCCC5)cc4n3CCCO)n2)cc1Cl (stereo not drawn),-10.4%
CC1=C(C/C=C(\C)CCC[C@H](C)CCC[C@H](C)CCCC(C)C)C(=O)c2ccccc2C1=O,-13.5%
COc1cccc(C(C)=C2SC(=S)NC2=O)c1,15.3%
O=S1(=O)CCOC[C@H](Cc2ccccc2)N1Cc1ccc(Cl)cc1,-17.8%
CN(C(=O)c1cccc(NC(=O)Cc2ccc(NC(=O)C3CCN(C(=O)C4CCC4)CC3)cc2)c1)C1CCC1,17.5%
CC1CCC(=NNS(=O)(=O)c2ccc([N+](=O)[O-])cc2)CC1 (stereo not drawn),-2.0%
CC(=O)N1CCN(/[N+]([O-])=N/Oc2ccc([N+](=O)[O-])cc2[N+](=O)[O-])CC1,4.3%
CCCCNC(=O)CC1Nc2cc(C)c(C)cc2NC1=O (stereo not drawn),18.8%
CCOC(=O)c1cc2c(c(CCO)n1)[C@H](CCO)N(S(=O)(=O)C(C)(C)C)C2,1.2%
CCCCCCCCCCCCCCC(O)C[N+](C)(CCO)CCO (stereo not drawn),-29.4%
Cc1ccc2nc(-c3ccc(C)c(NC(=O)COc4ccc(Br)cc4)c3)oc2c1,-5.7%
CCOC(=O)C1=C(C)N(CCCC(=O)O)C(=O)NC1c1cccs1 (stereo not drawn),19.6%
C=CC(=O)Oc1ccc(N2Cc3ccccc3C2=O)cc1,-9.8%
CCN(CC)c1ccc(/C=C/C2=C3C=CC=CC3NC=C2)cc1 (stereo not drawn),15.8µM*
COc1ccc(Br)cc1CN1CCN(c2ncccn2)CC1,3.7%
O=C(Nc1ccn(CCCNCCCN2CCCC2=O)c(=O)n1)OCc1ccccc1,2.2%
CCOC(=O)/C=C/c1ccc(C(F)(F)F)cc1S(=O)(=O)NC(C)(C)C,-22.2%&-5.0%
O=C(N/N=C/c1cc(Br)cc(Cl)c1O)c1ccc2c(c1)OCO2,-6.1%
OC(COc1ccccc1)CN1CCN(c2cccc(Cl)c2)CC1 (stereo not drawn),-14.2%
Cc1sc2ncnc(N3CCC(C(=O)N4CC(C)SC4=Nc4ccc(Cl)cc4)CC3)c2c1C (stereo not drawn),7.6%

# Shown with each value named: part of the list above.
C=CC(=O)Oc1ccc(N2Cc3ccccc3C2=O)cc1
- FEN1 inhibitor = -9.8%
CCN(CC(=O)Nc1ccccc1OC)C(=O)CN1C(=O)NC(C)(c2ccc3ccccc3c2)C1=O (stereo not drawn)
- FEN1 inhibitor = -1.1%
COc1cccc(C(C)=C2SC(=S)NC2=O)c1
- FEN1 inhibitor = 15.3%

# Next part.
SMILES,FEN1 inhibitor
Cc1cccc2nnc(-c3ccccc3)n12,9.6%
COCC(C)N1CCC(n2nccc2NC(=O)c2ccccc2Cl)CC1 (stereo not drawn),-1.7%
C=C1CCN([C@@H](Cc2ccccc2)C(=O)Nc2ccc(OC)cc2)S(=O)(=O)c2ccccc21,-11.2%
Cn1c(=O)n(CC(=O)Nc2cccnc2)c2ccccc21,-13.9%
CCN(CC)Cc1cc(Nc2c3ccccc3nc3c4ccccc4n(C)c23)cc(CN(CC)CC)c1O,28.2µM*
COC(=O)C1=C(C(=O)OC)[C@@H]2Nc3ccccc3[C@@]23C[C@@H](C(=O)OC)N(C(=O)NC2CCCCC2)C3=N1,13.7%
Cc1c(C=C(C#N)c2ccc([N+](=O)[O-])cc2)c(=O)n(-c2ccccc2)n1C,0.5%
O=C(NCc1ccncc1)c1ccc(NS(=O)(=O)c2ccccc2)cc1,-3.5%
CC(C)N1CCOC1c1ccccc1 (stereo not drawn),4.0%
CN(CC(=O)Nc1ccc(F)cc1)C(=O)COC(=O)c1cc(Br)c(Br)s1,-1.5%
CCCCn1cnc2c(Sc3c([N+](=O)[O-])ncn3C)nc(N)nc21,-15.3%
Cn1c(N)c(NC(=S)NC2CCCCC2)c(=O)n(C)c1=O,-2.9%
Clc1ccc(-n2cnc3c(Cl)ncnc32)cc1Cl,-2.0%
CCc1ccc(NS(=O)(=O)c2ccc3[nH]cc(C(=O)N4CCCCCC4)c(=O)c3c2)cc1,12.6%

# This is a subset. The share of hits here may be higher or lower than overall.
